DAGLB inhibitor = DAGLB lipase inhibitors, primary screen, biochemical, fluorescence, HTS; AID 504411, 2011; Diacylglycerol lipase-beta (Homo sapiens), Q8NCG7; inhibition, % at 5.17 µM; 340,000 compounds, 0.059% hits; HEK293T DAGLB membrane lysate, EnzChek fluorogenic substrate; in the data active = inhibition above about 34%;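 also: 0% = enzyme with vehicle and 100% = wells lacking enzyme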
Target sequence (Q8NCG7 whole entry, looked up): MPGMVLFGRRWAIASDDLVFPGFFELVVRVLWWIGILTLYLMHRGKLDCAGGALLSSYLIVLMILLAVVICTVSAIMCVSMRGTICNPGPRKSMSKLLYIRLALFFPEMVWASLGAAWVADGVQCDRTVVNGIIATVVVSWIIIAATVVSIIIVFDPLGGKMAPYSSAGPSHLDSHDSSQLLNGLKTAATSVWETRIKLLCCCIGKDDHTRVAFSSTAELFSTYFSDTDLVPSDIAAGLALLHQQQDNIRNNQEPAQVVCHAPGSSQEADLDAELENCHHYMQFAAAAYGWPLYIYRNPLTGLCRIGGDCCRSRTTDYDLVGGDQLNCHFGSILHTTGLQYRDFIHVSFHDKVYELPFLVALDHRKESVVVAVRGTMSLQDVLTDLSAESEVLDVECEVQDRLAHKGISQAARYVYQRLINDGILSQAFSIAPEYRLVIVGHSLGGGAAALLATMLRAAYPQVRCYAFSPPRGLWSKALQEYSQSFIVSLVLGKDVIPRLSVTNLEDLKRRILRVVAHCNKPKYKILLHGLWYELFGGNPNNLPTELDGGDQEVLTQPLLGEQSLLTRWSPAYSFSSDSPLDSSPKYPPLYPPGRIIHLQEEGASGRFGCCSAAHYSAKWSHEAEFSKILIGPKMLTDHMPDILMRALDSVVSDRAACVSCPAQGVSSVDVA
phage Ecoli inh = growth loss of phage-infected E. coli, primary screen, RecBCD inhibitor project, absorbance, with phage, HTS | inhibition, % at 11.9 µM | 360,000 compounds, 0.26% hits | AID 651602, 2012; in the data active = inhibition above about 11%
CAL PDZ inh = CAL PDZ peptide-binding inhibitors, primary screen, biochemical, fluorescence polarization, Cer-tagged CAL PDZ, HTS. Golgi-associated PDZ and coiled-coil motif-containing protein (Homo sapiens), Q9HD26. purified CAL PDZ, TMR-peptide fluorescence polarization, 1 h. inhibition, % at 20 µM. 330,000 compounds, 0.02% hits. AID 504414, 2011;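 active = highest replicate inhibition of at least 40%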;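 also: plate controls were DMSO neutral control wells for no effect and unlabeled competitor peptide control wells for full effect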
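Test system: purified CerCALP PDZ construct; Compound dosing: one concentration, 20 µM compound; Also added: TMR-labelled reporter peptide T*-PRC34 bound in PDZ groove; Read-out: inhibition from polarization loss; Controls: unlabelled peptide and DMSO controls; Signal: FP readout, S and P plane fluorescence; Incubation: 1 h at RT.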
Wnt bcat act = Wnt/beta-catenin pathway activators, primary screen, cell-based, plate reader, single point; Wnt/beta-catenin reporter cell assay, activator; activation, % at 9.35 µM; 300,000 compounds, 1.2% hits; AID 743398, 2014; in the data active = activation above about 30%, passing the limit was not always enough;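 also: 0% = neutral control wells and 100% = positive control wells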
Tat export inh = E. coli Tat export inhibitors, primary screen, MC4100, TorA-mCherry reporter, fluorescence, single point; inhibition, % at 10 µM; 340,000 compounds, 0.036% hits;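 active = mean replicate inhibition at least 50% and at least half of replicates individually reaching 50%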;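 also: exported cargo escapes ClpAP degradation while cytoplasmic cargo is degraded and loses fluorescence; 0% = median of neutral control wells and 100% = median of NaSCN control wells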
AddAB inh = growth inhibition of E. coli expressing H. pylori AddAB, primary screen, AddAB inhibitor project, absorbance; inhibition, % at 11.9 µM; 330,000 compounds, 0.29% hits; in the data active = inhibition above about 12%;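 also: 0% = vehicle wells of infected cells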
E coli growth = E. coli V3065 growth inhibition, primary screen, counter-screen for AddAB inhibitor project, absorbance, OD600 | AID 449728, 2010 | 18 h | inhibition, % at 11.9 µM | 330,000 compounds, 0.27% hits;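 active = inhibition above the campaign's mean inhibition across all tested compounds plus 3 SD, cut at about 9.9% in these data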;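 also: uninfected addAB+ strain grown without phage in ampicillin broth; 0% = DMSO wells and 100% = ciprofloxacin 0.95 µg/ml wells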
PvdQ acylase = P. aeruginosa PvdQ acylase inhibitors, primary screen, biochemical, fluorescence, plate reader and imaging, single point; 340,000 compounds, 0.063% hits; PvdQ acylase [Pseudomonas aeruginosa LESB58]; purified PvdQ acylase; inhibition, % at 10 µM; in the data active = inhibition above about 30%, passing the limit was not always enough;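 also: 0% = vehicle neutral wells and 100% = reference inhibitor wells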
Rtt109 HAT inh = inhibitors of C. albicans Rtt109/Vps75 HAT, primary screen, biochemical, ThioGlo CoA-SH fluorescence, plate reader | Histone acetyltransferase RTT109 (Candida albicans (strain SC5314 / ATCC MYA-2876)), … | purified Rtt109/Vps75, 4 h | inhibition, % at 34.9 µM | 330,000 compounds, 0.16% hits;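 active = inhibition of at least 50% in every replicate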
Target sequence (Q5AAJ8 whole entry, looked up): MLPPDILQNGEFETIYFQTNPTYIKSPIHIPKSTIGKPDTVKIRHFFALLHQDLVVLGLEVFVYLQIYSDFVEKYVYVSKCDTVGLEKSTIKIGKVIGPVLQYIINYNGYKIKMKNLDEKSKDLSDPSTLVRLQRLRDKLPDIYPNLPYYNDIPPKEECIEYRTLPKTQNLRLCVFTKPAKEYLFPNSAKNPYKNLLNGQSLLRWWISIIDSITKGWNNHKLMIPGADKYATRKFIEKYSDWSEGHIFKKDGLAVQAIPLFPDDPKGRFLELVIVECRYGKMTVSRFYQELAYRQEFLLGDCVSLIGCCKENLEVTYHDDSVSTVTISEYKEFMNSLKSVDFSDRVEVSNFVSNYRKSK
PfHsp90 set2 = growth inhibition of PfHsp90-expressing yeast, primary screen, antimalarial PfHsp90 inhibitor project, S. cerevisiae, BacTiter-Glo luminescence, single point, set 2; BacTiter-Glo ATP, 48 h; yeast lacking PDR1 and PDR3 efflux regulators; inhibition, % at 9.4 µM; 310,000 compounds, 0.32% hits;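 active = every replicate shows inhibition above about 80%, whatever the replicate mean, limit read from the data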;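 also: 0% = DMSO neutral controls and 100% = 20 µM radicicol positive controls; yeast relying on Plasmodium falciparum Hsp90 in place of its own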
The depositor's hits bear a star; x = not tested or not shown. These rows are one share of the data; count on the stated rates, not on these rows.

The first 2 compounds, ahead of the listing:
SMILES,Tat export inh,phage Ecoli inh,E coli growth,PvdQ acylase,PfHsp90 set2,Wnt bcat act,Rtt109 HAT inh,AddAB inh,CAL PDZ inh,DAGLB inhibitor
Cc1cc(C=C2C(=O)N(C)C(=S)N(C)C2=O)c(C)n1C1CCCC1,-1,-0.2,-1.6,-3,-26,-2,-20,-0.9,-1.5,5
COc1ccc(N2CCN(CCCN)CC2)cc1,-12,2.6,-1.6,5,10,-2,15,2.5,-0.4,0

The listing (from the top)
SMILES,Tat export inh,phage Ecoli inh,E coli growth,PvdQ acylase,PfHsp90 set2,Wnt bcat act,Rtt109 HAT inh,AddAB inh,CAL PDZ inh,DAGLB inhibitor
Cc1cc(C=C2C(=O)N(C)C(=S)N(C)C2=O)c(C)n1C1CCCC1,-1,-0.2,-1.6,-3,-26,-2,-20,-0.9,-1.5,5
COc1ccc(N2CCN(CCCN)CC2)cc1,-12,2.6,-1.6,5,10,-2,15,2.5,-0.4,0
CC12CCC3C(CCC4(O)CC(O)CCC34C=NO)C1(O)CCC2C1=COC(=O)C1 (stereo not given),-12,0.8,x,-4,8,-24,-5,x,-0.5,0
CC(NC1CCCCC1)C(O)C12CC3CC(CC(C3)C1)C2 (stereo not given),-4,2.5,-0.2,-11,-7,-2,10,4.3,-0.2,-2
c1ccc2c(CN3CCCCC3)c[nH]c2c1,0,0.8,-0.8,1,17,-1,4,-0.1,-0.6,-6
COc1cc(/C=C2\C(=O)NC(=O)N(CCc3ccc(F)cc3)C2=O)ccc1O,4,4.8,-4.1,0,-1,2,13,4.9,-0.7,15
CC/C(=N\NC(=O)c1ccccc1)c1c(O)n(C2CCCCC2)c(=O)[nH]c1=O,7,0.6,2.1,-4,-4,2,19,4.1,-2.5,10
C=CCN1C(=O)/C(=C/c2cccs2)C(=O)NC1=S,-4,3.1,2.0,2,6,x,-7,-0.6,0.2,5
Cc1cc(OCc2nn[nH]n2)c2c3c(c(=O)oc2c1)CCCC3,5,1.3,-0.2,5,1,-5,4,1.3,-0.7,1
COc1ccc(C)cc1NC(=O)c1c(C)nn(Cc2ccccc2)c1Cl,1,3.8,-3.2,-5,1,-6,-4,-2.2,-3.5,-14
CCOc1ccc(N=Cc2c(O)n(-c3ccc(C)c(C)c3)c(=O)[nH]c2=O)cc1,x,-0.1,-0.2,x,x,2,x,0.5,x,x
O=C(O)c1ccc([N+](=O)[O-])c([N+](=O)[O-])c1,-7,0.0,x,-7,x,-1,-9,x,0.7,-1
COc1ccc(-c2ccc3n2Cc2cnnn2-c2ccccc2-3)cc1,-4,2.8,x,-16,31,3,-11,x,1.1,-2
CN1C(=O)C(C2c3ccccc3C(=O)N2Cc2ccccc2)C(=O)N(C)C1=O (stereo not given),-5,0.0,2.9,-2,x,x,-16,1.4,-0.6,-1
O=C(CNC(=O)c1ccccc1)Nc1ccc(Br)cc1C(=O)c1ccccc1,0,4.6,0.5,-11,-1,6,x,1.0,-2.6,-3
Cc1[nH]c2c(C(F)(F)F)cccc2c1CCN,-4,0.8,0.5,-13,-4,x,3,1.4,1.9,0
O=C(c1cccs1)C1CN2CCC1CC2 (stereo not given),-2,0.9,-2.5,-13,-5,x,6,1.2,-0.3,1
CN1c2ccc([N+](=O)[O-])cc2CC2(C(=O)NC(=O)NC2=O)C1c1ccccc1 (stereo not given),-6,3.8,1.3,8,-7,-3,29,1.3,-2.9,2
CCC12CN3CC(CC)(CN(C1)C3c1cccnc1)C2=O (stereo not given),-3,2.4,1.4,-13,-9,x,7,-1.4,-1.0,-2
Nc1ccc2c(c1)Cc1ccccc1-2,6,2.5,-2.4,8,8,9,12,-0.9,-0.6,2
COc1ccc2[nH]cc(CCN=C(N)N)c2c1,16,2.7,0.1,8,-7,0,8,4.0,0.4,-2
CC(C)NS(=O)(=O)c1ccc(OCC(=O)N2CCN(Cc3ccccc3)CC2)c(Cl)c1,2,-1.5,0.5,-9,21,x,10,1.8,0.9,-2
CC(C)OCCCNC(=O)c1c(N)n(CC2CCCO2)c2nc3ccccc3nc12 (stereo not given),10,0.9,-4.4,-13,2,-2,-176,-0.1,-1.8,-12
CCOc1ccccc1C1SCC(=O)Nc2c1c(=O)[nH]n2C(CC)CC (stereo not given),17,1.1,1.5,-13,3,x,-3,3.4,-0.8,0
N[C@@]1(C(=O)O)CC[C@@H](C(=O)O)C1,-5,4.4,0.8,-1,9,-2,-5,-1.6,-0.8,1
Cc1ccc(NC2=NCCCS2)c(C)c1C,-8,2.0,0.9,-19,28,-4,2,0.7,-1.3,1
N=C1SCC(=O)N1Cc1ccccc1,-4,2.8,1.7,-11,0,0,-11,3.7,-0.3,x
O=C(NN=Cc1ccc(N(CCCl)CCCl)cc1)c1cc(=O)[nH]c(=O)[nH]1,-7,1.2,x,-5,-2,-2,-4,x,-0.8,3
CCN(CC)CC(=O)Nc1ccc(Cl)cc1C(=O)c1ccccc1,-2,0.6,-0.5,-4,-1,x,-4,1.6,-0.8,-11
Cc1ccc(CN2C3CCCC2CC(NC(=S)NCc2ccccc2)C3)cc1 (stereo not given),7,3.1,0.8,1,-34,-1,15,3.7,-0.1,4

Only DAGLB inhibitor and PfHsp90 set2 (2 entries from above):
compound	DAGLB inhibitor	PfHsp90 set2
Cc1[nH]c2c(C(F)(F)F)cccc2c1CCN	0	-4
N=C1SCC(=O)N1Cc1ccccc1	x	0

A few values from the entries so far:
O=C(c1cccs1)C1CN2CCC1CC2 (stereo not given) – PfHsp90 set2 = -5
Nc1ccc2c(c1)Cc1ccccc1-2 – E coli growth = -2.4
N[C@@]1(C(=O)O)CC[C@@H](C(=O)O)C1 – phage Ecoli inh = 4.4
CCC12CN3CC(CC)(CN(C1)C3c1cccnc1)C2=O (stereo not given) – PfHsp90 set2 = -9

Later entries
SMILES,Tat export inh,phage Ecoli inh,E coli growth,PvdQ acylase,PfHsp90 set2,Wnt bcat act,Rtt109 HAT inh,AddAB inh,CAL PDZ inh,DAGLB inhibitor
CC(=O)NNC(=O)CN1C(=O)CN=C(c2ccccc2)c2cc(Br)ccc21,4,2.2,-0.2,-3,9,-2,4,3.1,-2.8,2
CC(C)NC(C)C(=O)C12CC3CC(CC(C3)C1)C2 (stereo not given),-5,4.1,-0.9,1,2,x,-8,3.5,-0.2,-3
COc1ccc(NC(=O)N2CCC3(CC2)OCCO3)c(OC)c1,-2,3.5,0.7,-5,-4,-7,-4,2.2,-0.5,-3
CC(=O)C1C(N2CC2)CC2C3CCC4=CC(=O)CCC4(C)C3CCC21C (stereo not given),5,1.6,x,-14,-5,-9,6,x,-0.6,3
CC1CN=C(Nc2ccc(F)c(Cl)c2)S1 (stereo not given),7,1.0,-0.9,24,-22,0,-8,-1.7,0.4,-3
Cc1cc(C)c2c(ccc3cccc[n+]32)c1,x,1.3,0.2,x,x,-5,x,2.3,x,x
CN1CSC(=S)N(C)C1,2,3.8,-0.7,-9,x,x,-5,2.8,-1.6,0
CCN1CCN(Cc2ccc(C)cc2C)CC1,7,2.6,-1.6,-15,17,x,8,-2.4,-0.2,1
O=C(Cc1ccccc1)N1CCN(C2CCCCCC2)CC1,-2,4.3,-1.0,-5,-37,-2,0,2.1,-0.8,-2
CC1=CC(=Cc2sc3ccccc3[n+]2C)C=C(C)O1,-10,5.4,x,-10,2,-5,x,x,-1.0,0
C[C@]12CCC3C(CC[C@H]4C[C@H](O)CC[C@]34C)C1C[C@@H](O)[C@@H]2O (stereo not given in full),-9,1.5,1.5,-2,x,-3,-4,-0.9,-0.6,-2
CCC(C)N1CCN(C(=O)COc2ccc3ccccc3c2)CC1 (stereo not given),8,-2.2,1.1,-8,-9,0,-2,2.5,-0.9,0
Cc1ccc(C)c(NP(=O)(Oc2ccccc2)Oc2ccccc2)c1,-2,0.5,-1.2,29,-15,-7,2,-1.3,-1.5,-7
Cc1cc(/C=C2\C(=O)NC(=O)N(c3ccccc3F)C2=O)c(C)n1-c1cc(C(=O)O)cc(C(=O)O)c1,-9,1.8,0.5,-6,-6,-2,13,0.8,0.5,-2
CN(C)C(=O)OCc1n(C)cc[n+]1C,-6,3.0,-0.3,6,1,x,-3,0.8,0.9,2

The closing 4 records of the section before are carried over, then new ones follow.
SMILES,Tat export inh,phage Ecoli inh,E coli growth,PvdQ acylase,PfHsp90 set2,Wnt bcat act,Rtt109 HAT inh,AddAB inh,CAL PDZ inh,DAGLB inhibitor
CCC(C)N1CCN(C(=O)COc2ccc3ccccc3c2)CC1 (stereo not given),8,-2.2,1.1,-8,-9,0,-2,2.5,-0.9,0
Cc1ccc(C)c(NP(=O)(Oc2ccccc2)Oc2ccccc2)c1,-2,0.5,-1.2,29,-15,-7,2,-1.3,-1.5,-7
Cc1cc(/C=C2\C(=O)NC(=O)N(c3ccccc3F)C2=O)c(C)n1-c1cc(C(=O)O)cc(C(=O)O)c1,-9,1.8,0.5,-6,-6,-2,13,0.8,0.5,-2
CN(C)C(=O)OCc1n(C)cc[n+]1C,-6,3.0,-0.3,6,1,x,-3,0.8,0.9,2
CCOP(=O)(C#CC(C)(C)C)C1(O)CCCCC1 (stereo not given),-3,2.0,-1.1,-6,22,2,3,2.1,0.4,3
CN1CCN(CCOC2c3ccccc3CSc3ccc(Cl)cc32)CC1 (stereo not given),-5,1.8,0.7,-13,13,-2,11,2.1,-1.7,-1
CCN(CC)c1ccc(N=Cc2c(O)n(-c3ccccc3)c(=O)[nH]c2=O)cc1,4,-1.2,-3.8,8,-1,-2,4,0.5,-0.2,2
COc1ccccc1N1CCN(Cc2ccc(SC)cc2)CC1,1,-0.1,-0.6,-15,-23,0,7,0.3,0.9,-15
COc1ccc(N=C(C)c2c(O)n(C)c(=O)n(C)c2=O)c(OC)c1,4,1.8,-1.8,-10,30,-1,9,4.5,-1.7,-2
CC12CN3C(O)C(C)(C1)CC(C)(C2)C3O (stereo not given),-6,2.3,3.0,0,19,x,7,2.5,0.4,4
O=c1c(/C=N/N2CCOCC2)c(O)n(-c2ccccc2)c(=S)n1-c1ccccc1,-3,-0.1,-1.3,-7,-12,-4,-2,0.3,-1.9,2
CCOC(=O)C1=C(N)OC2=C(C(=O)CCC2)C12C(=O)Nc1ccccc12 (stereo not given),-6,1.7,-1.7,8,-31,-3,10,-0.5,-0.8,2
CCOc1cc(/C=C2/C(=O)NC(=O)N(c3ccc(CC)cc3)C2=O)ccc1OC(=O)c1cccs1,8,x,-4.0,-1,-8,3,-4,-0.9,x,6
O=C1OCc2cc(N=Nc3c(O)[nH]c(=O)[nH]c3=O)ccc21,4,0.3,1.0,3,5,-2,1,0.8,-0.9,1

Source: PubChem
